Screening data from PubChem BioAssay.
PMI act satM6P = increases human PMI activity with near-saturating mannose 6-phosphate | P34949 | coupled PMI enzyme assay, resazurin fluorescence, 20 min; stronger effect = higher value; 1 = untreated enzyme, 0 = substrate-free blank | activation factor at 20 µM | 0.34% of 190,000 active | AID 1216;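 active = activation factor of 2 or more at 20 µM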
Target sequence (P34949 whole entry, looked up): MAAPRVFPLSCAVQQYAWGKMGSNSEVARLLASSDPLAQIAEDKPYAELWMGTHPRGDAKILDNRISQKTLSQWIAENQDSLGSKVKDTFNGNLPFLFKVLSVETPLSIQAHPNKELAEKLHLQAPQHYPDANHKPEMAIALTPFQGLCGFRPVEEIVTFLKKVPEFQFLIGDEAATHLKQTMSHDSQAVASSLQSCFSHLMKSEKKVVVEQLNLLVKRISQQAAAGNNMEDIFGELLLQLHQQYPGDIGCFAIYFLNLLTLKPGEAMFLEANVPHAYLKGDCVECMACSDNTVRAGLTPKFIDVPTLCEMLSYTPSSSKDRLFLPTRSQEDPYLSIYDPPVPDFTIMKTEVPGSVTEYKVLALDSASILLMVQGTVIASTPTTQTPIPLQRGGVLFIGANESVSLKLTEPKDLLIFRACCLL
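Material: human phosphomannose isomerase with PGI, G6PDH, diaphorase coupling enzymes; amount: PMI at 15 ng/mL final; also added: Mannose-6-phosphate 1.0 mM (near-saturating) plus 0.22 mM NADP+; incubation: enzyme reaction with compound 20 min at room temperature; signal: resorufin fluorescence (Ex 544/Em 590 nm) from resazurin via diaphorase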
Diaphorase inh = counter-screen for diaphorase-based assays: diaphorase inhibitors and chemical oxidizers. inhibition, % at 20 µM. 0.69% of 190,000 active. AID 1217. diaphorase resazurin-to-resorufin fluorescence, NADH, 16 min; bacterial (C. kluyveri) enzyme, not human;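 active = primary screen inhibition at 20 µM above a set limit, cut at about 50% in these data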;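 note: plate controls were DMSO with full reaction for no effect and wells lacking NADH for full effect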
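Assay system: diaphorase enzyme from Clostridium kluyveri. Quantity: enzyme working solution with 0.14 U/mL diaphorase. Schedule: reaction incubation of 16 min at room temperature. Technique: resorufin fluorescence, excitation 544 nm, emission 590 nm. Controls: No-NADH positive control and DMSO neutral control.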
PMI act = activators of human phosphomannose isomerase | P34949 | purified human PMI, coupled resazurin fluorescence, 20 min; stronger effect = higher value; 1 = vehicle control, 0 substrate-free wells | activation factor at 20 µM | 0.005% of 190,000 active;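 active = activation factor of 2 or more at 20 µM, relative to plate controls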
bIAP act = increases bovine intestinal alkaline phosphatase activity. activation factor at 20 µM. purified bovine IAP, CDP-star luminescence, 30 min; stronger effect = higher value; fold of DMSO-control signal, blank-subtracted. 0.17% of 200,000 active;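 active = activation factor of 2 or more at 20 µM, a signal rise over negative controls twice the positive control's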
TNAP inh hiacc = blocks human TNAP under high phosphate acceptor concentration | P05186 | purified TNAP, CDP-star luminescence, 1 M DEA | inhibition, % at 20 µM | 0.03% of 200,000 active;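 active = over 50% inhibition of tissue-nonspecific alkaline phosphatase at 20 µM in the single-dose screen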;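 note: plate controls were DMSO wells for no effect and EDTA-quenched wells as full inhibition for full effect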
Target sequence (P05186 whole entry, looked up): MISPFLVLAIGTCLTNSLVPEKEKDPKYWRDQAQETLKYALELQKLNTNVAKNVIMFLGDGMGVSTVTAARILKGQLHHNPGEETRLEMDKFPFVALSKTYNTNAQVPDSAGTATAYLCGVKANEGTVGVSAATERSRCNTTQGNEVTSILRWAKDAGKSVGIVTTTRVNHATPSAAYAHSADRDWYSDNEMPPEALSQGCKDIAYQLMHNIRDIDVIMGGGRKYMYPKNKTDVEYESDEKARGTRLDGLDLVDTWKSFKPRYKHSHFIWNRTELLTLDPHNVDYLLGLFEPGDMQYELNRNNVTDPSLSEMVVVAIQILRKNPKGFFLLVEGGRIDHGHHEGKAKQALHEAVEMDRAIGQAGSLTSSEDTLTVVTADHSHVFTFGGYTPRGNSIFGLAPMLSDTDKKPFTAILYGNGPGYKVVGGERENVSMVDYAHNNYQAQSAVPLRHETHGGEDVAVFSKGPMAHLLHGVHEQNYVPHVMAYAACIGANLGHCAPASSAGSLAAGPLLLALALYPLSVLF
TNAP act hiacc = activators of human TNAP at high phosphate acceptor concentration; P05186; purified TNAP, CDP-star luminescence, 1 M DEA, 30 min; stronger effect = higher value; 0 = EDTA background, 1 = DMSO-only activity; activation factor at 20 µM; 200,000 tested, under 10 active;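 active = activation factor at least 2 at 20 µM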
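Measured by: Luminescent substrate turnover signal | Test system: Human TNAP | Input: TNAP 1/800 final | Dosing: 20 µM single point | Schedule: 30 min, room temperature | Controls: EDTA wells as negative control, DMSO wells as positive control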
L major viab = Leishmania major promastigote growth inhibition; Leishmania major promastigotes, resazurin fluorescence viability; inhibition, % at 10 µM; 9% of 200,000 active; AID 1063; in the data active = inhibition above about 50%;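 note: promastigotes grown with compound for 44 hours at 28 °C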
Diaph act CS = activates diaphorase or chemically reduces, flagging diaphorase assay artifacts. Diaphorase/resazurin coupled assay, resorufin fluorescence, 16 min; stronger effect = higher value; 1 = vehicle wells, 0 = NADH-free wells. 0.005% of 190,000 active. activation factor at 20 µM;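 active = diaphorase activity raised at least twofold by the compound at 20 µM; inactive = activation factor below 2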
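Measured by – red resorufin fluorescence at 544/590 nm excitation/emission · Test system – Clostridium kluyveri diaphorase, purified enzyme · Incubation – reaction time 16 min, room temperature · Buffer or medium – 50 mM HEPES pH 7.4 with 4.542 mM MgCl2, 0.005% Tween 20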
bIAP inh = intestinal alkaline phosphatase (bovine) inhibition; inhibition, % at 20 µM; purified bovine IAP, CDP-star luminescence, 30 min; AID 1019; 190,000 tested, under 10 active;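 active = over 50% inhibition of intestinal alkaline phosphatase at 20 µM in the single-dose screen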
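Incubation: 30 min reaction at room temperature / Material: purified bovine intestinal alkaline phosphatase (IAP) enzyme / Input: enzyme at 1/65,000,000 dilution / Dosing: 20 µM single dose / Signal: CDP-star luminescence signal / Reagent: CDP-star chemiluminescent phosphatase substrate, 30 µM final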
TNAP inh no acc = TNAP (human) inhibition, acceptor-free conditions | P05186 | purified TNAP, CDP-star luminescence, 30 min | inhibition, % at 20 µM | 0.26% of 200,000 active | AID 1012;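 active = tissue-nonspecific alkaline phosphatase inhibition above about 50% at 20 µM in the single-dose screen, limit read from the data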;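 note: 0% = DMSO negative control and 100% = EDTA positive control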
The depositor's hits bear a star.

SMILES	PMI act satM6P	Diaphorase inh	PMI act	bIAP act	TNAP inh hiacc	TNAP act hiacc	L major viab	Diaph act CS	bIAP inh	TNAP inh no acc
COc1cc(OC)c(OC)cc1CN1CCN(Cc2cccn2C)CC1	1	6	1	1.1	4	1	6	0.9	-9	-10
Cc1ccnc(NS(=O)(=O)c2ccc(NC(=O)c3ccc(N4C(=O)CCC4=O)cc3)cc2)n1	1.1	7	0.9	1.1	-2	1	-6	0.9	-6	-12
COC(=O)CC1C(=O)NCCN1C(=S)NC(=O)C(c1ccccc1)c1ccccc1 (centres undefined)	1	6	0.9	0.9	0	1	-7	0.9	7	-3
Cc1ccc(Nc2c([N+](=O)[O-])c(=O)oc3ccccc23)cc1C	0.9	21	0.9	1.2	0	1	4	0.8	-18	3
CCOC(=O)N1CCN(C(=O)CN(c2cc(Cl)ccc2OC)S(=O)(=O)c2ccccc2)CC1	0.9	16	1	0.7	-2	1	-1	0.8	29	-6
CCCCn1c(NCCO)nc2ccccc21	1.1	5	1.1	1.3	-7	1.1	-4	0.9	-27	-9
C/C(=N\NC(=O)c1c(Br)cnn1C)c1ccc(NC(=O)c2ccc(F)cc2)cc1	1.1	-1	1	1	2	1	-3	1	1	-2
Cn1c(=O)n(C)c2cc([N+](=O)[O-])c(N3CCN(S(=O)(=O)c4ccccc4)CC3)cc21	1	18	0.9	0.6	0	1	2	0.8	42	4
Cn1c(=O)c2c(nc(NNC(=O)C(F)(F)F)n2C)n(C)c1=O	1.1	-14	1.3	1.2	-5	1.1	-8	1.1	-25	-11
COc1cc(SC)ccc1C(=O)Nc1ccc2c(c1)OCCO2	0.9	21	1	0.9	-5	1	11	0.8	5	-4
O=C(c1ccccc1OCc1ccccc1Br)N1CCN(c2ncccn2)CC1	0.9	20	0.9	1.1	0	1	68*	0.8	-7	-2
Oc1ccccc1N1CCN(C(=S)NCCc2ccccc2)CC1	0.9	23	0.9	0.5	-1	1	-7	0.8	47	28

The last 5 entries of the section before are carried over, then new ones follow.
SMILES	PMI act satM6P	Diaphorase inh	PMI act	bIAP act	TNAP inh hiacc	TNAP act hiacc	L major viab	Diaph act CS	bIAP inh	TNAP inh no acc
Cn1c(=O)n(C)c2cc([N+](=O)[O-])c(N3CCN(S(=O)(=O)c4ccccc4)CC3)cc21	1	18	0.9	0.6	0	1	2	0.8	42	4
Cn1c(=O)c2c(nc(NNC(=O)C(F)(F)F)n2C)n(C)c1=O	1.1	-14	1.3	1.2	-5	1.1	-8	1.1	-25	-11
COc1cc(SC)ccc1C(=O)Nc1ccc2c(c1)OCCO2	0.9	21	1	0.9	-5	1	11	0.8	5	-4
O=C(c1ccccc1OCc1ccccc1Br)N1CCN(c2ncccn2)CC1	0.9	20	0.9	1.1	0	1	68*	0.8	-7	-2
Oc1ccccc1N1CCN(C(=S)NCCc2ccccc2)CC1	0.9	23	0.9	0.5	-1	1	-7	0.8	47	28
Cc1cccc(NC(=O)c2cc(Cl)nc3ccccc23)c1	1	0	1	1	2	1	-7	1	-1	-1
CC(=O)Nc1cccc(NC(=O)Nc2ccc(C(C)=O)cc2)c1	1	2	1	0.9	-2	1	-3	1	12	-11
CC1CCN(C(=O)C2CCN(S(=O)(=O)c3cccc4nsnc34)CC2)CC1	1	7	1	1	-1	1	-8	0.9	5	-13
O=C(CNC(=O)c1ccccc1F)N/N=C/c1cn[nH]c1-c1ccccc1	0.9	10	0.9	1.1	-3	1	-5	0.9	-13	32
CC(C)Cc1nc(NCCN2CCOCC2)c(C#N)c2c1COC(C)(C)C2	1	4	0.9	1	0	1	0	1	4	-4
Cc1cc(O)ccc1-c1cnc2ccccc2n1	1	14	1.1	0.9	4	1	-6	0.9	11	1
O=C(NCc1ccccc1)c1cncc(Br)c1	1	5	0.9	1	-1	1	-6	0.9	1	-2
O=C(Cn1nnc(-c2ccccc2NC(=O)C2CC2)n1)NC1CCCCC1	1	12	1.1	0.9	-5	1	-2	0.9	12	4
O=C(Nc1ccc(N2CCN(C(=O)c3ccco3)CC2)c(Cl)c1)c1cccs1	0.9	18	0.8	0.9	-1	1	6	0.8	6	-8
Cc1ccc(S(=O)(=O)N2CCC(NC(=O)c3cccc(C)c3)CC2)cc1	1.1	1	1	1	-6	1.1	-8	1	2	-14
Cc1cc(NC(=O)CSc2nnnn2-c2ccc(C)c(C)c2)no1	1.1	-9	1	1	-1	1	-2	1.1	2	-4
CCN(C(=O)Cc1nc(N)n[nH]1)C1(C(=O)Nc2ccccc2)CCCCC1	1	11	1	1.2	-5	1.1	-8	0.9	-17	-24

Single entries from above:
TNAP inh hiacc, COc1cc(OC)c(OC)cc1CN1CCN(Cc2cccn2C)CC1 stands at 4
TNAP inh no acc, CC1CCN(C(=O)C2CCN(S(=O)(=O)c3cccc4nsnc34)CC2)CC1 stands at -13

(list continues)
SMILES	PMI act satM6P	Diaphorase inh	PMI act	bIAP act	TNAP inh hiacc	TNAP act hiacc	L major viab	Diaph act CS	bIAP inh	TNAP inh no acc
CC(=O)OC1COC(n2ccc3cc([N+](=O)[O-])ccc32)C(OC(C)=O)C1OC(C)=O (centres undefined)	1	11	1	1	-1	1	-4	0.9	5	-8
CCCCNC(=S)N/N=C/c1ccc(C#N)cc1	1	0	1	0.9	-4	1	-3	1	11	-14
CN(C)c1ccc(C(=O)NN2C(=O)c3ccccc3C2=O)cc1	1	2	1.1	0.9	-7	1.1	-4	1	6	-23
O=C(c1ccco1)N1CCN(S(=O)(=O)c2ccc3c(c2)OCCO3)CC1	1	1	1	0.9	-2	1	2	1	7	-7
Cc1ccc(C(=O)O/N=C/c2c(C(F)(F)F)nn(C)c2Sc2ccc(Cl)cc2)cc1	1	25	0.9	0.8	-4	1	4	0.8	22	-8
CCN(C(=O)CSc1cc(C)c2ccccc2n1)c1c(N)n(Cc2ccccc2)c(=O)[nH]c1=O	1.1	17	1.2	1.1	3	1	0	0.8	-7	-9
O=C(Cn1c(=O)n(Cc2ccco2)c(=O)c2ccccc21)Nc1cccc(Cl)c1	0.8	24	0.8	0.7	-3	1	-1	0.8	28	-4
CCOC(=O)Cn1nc(-c2ccc(F)cc2)oc1=O	1	13	1	0.9	-8	1.1	-6	0.9	10	-27
O=C(NC1CCCCC1)C(c1ccc2ncccc2c1)N(Cc1ccc(F)cc1)C(=O)c1cccs1 (centres undefined)	0.9	15	0.8	0.9	0	1	23	0.9	7	-5
CCOC(=O)c1c(O)c2ccccc2n(-c2ccccc2)c1=O	1	6	1	0.9	-3	1	-8	0.9	12	-5
CN1CCN(CC(=O)N/N=C\c2c[nH]c3ccccc23)CC1	1.6	7	1.4	1	-2	1	26	0.9	-2	-17
CCC(CC)n1[nH]c(=O)c2c(C)cc(C)nc21	0.9	7	0.9	0.9	1	1	1	0.9	9	-6
Cc1ccccc1NC(=O)NNC(=O)OC(C)(C)C	0.9	14	0.9	1	-4	1	-7	0.9	-4	-12
O=C1C2C3C=CC(C4CC34)C2C(=O)N1Cc1ccco1 (centres undefined)	1.1	0	1.2	1.3	-6	1.1	-4	1	-35	-6
CCOC(=O)C1CCCN(CC(O)COc2ccc(OC)cc2C(C)(C)C)C1 (centres undefined)	0.9	16	0.9	1	0	1	40	0.8	-2	-4
Cc1ccc(NC(=O)c2sc(Cl)nc2C)c(C)c1	1	5	1.1	1	-1	1	-2	1	4	3
N#Cc1ccsc1NC(=O)CN1CCN(c2ccc(O)cc2)CC1	0.5	40	0.7	0.9	5	0.9	15	0.6	8	11
Cc1ccc(S(=O)(=O)NCCc2nnc3ccc(NCCCOC(C)C)nn23)cc1	1.1	14	1.1	1.1	-2	1	-6	0.9	-6	-14
CC(=O)N1CCc2cc(Br)cc(S(=O)(=O)CCC(=O)N3CCN(c4ccccn4)CC3)c21	1	7	1	1	6	0.9	-10	0.9	-3	0
COc1ccc(C(=O)O)cc1S(N)(=O)=O	1	3	0.9	1	-1	1	-5	1	-4	-7
CCc1nc(SCC(=O)N2CCC(Cc3ccccc3)CC2)c2c(=O)n(C)c(=O)n(C)c2n1	0.8	21	0.8	0.9	-1	1	-3	0.8	10	-8
CCn1c2ccccc2c2nc3ccccc3nc21	0.9	32	1	1	-3	1	4	0.7	-2	-6
CCOC(=O)CCNC(=O)N1CCCC(C(=O)c2ccc3c(c2)OCO3)C1 (centres undefined)	0.9	12	0.9	1.2	-6	1.1	-3	0.9	-15	-11
O=C(CS(=O)CC(=O)N(c1ccccc1)C(C(=O)NC1CCCCC1)c1ccco1)Nc1ccc(F)cc1 (centres undefined)	1	8	1	0.6	-9	1.1	19	0.9	41	-11
Cc1ccccc1-n1c(=O)c2ccccc2n2c(=O)[nH]nc12	1.1	-24	1.2	1.1	-5	1.1	-2	1.2	-14	1
CCN1CCN(C(c2ccccc2)c2nnnn2Cc2ccc3c(c2)OCO3)CC1 (centres undefined)	1.1	2	1.1	1	-6	1.1	0	1	-3	-7
CCOc1ccc2cc(C#N)c(SCC(=O)N3CCC(C)CC3)nc2c1	0.9	16	0.9	0.9	-4	1	18	0.8	5	-2
O=C(N/N=C/C=C/c1ccccc1)c1cc2c(ccc3ccccc32)o1	1	0	1	0.7	-4	1	2	1	35	-10
O=C(c1ccco1)c1nc2c(n1O)CCCCC2	0.8	17	0.9	0.9	0	1	-4	0.8	6	-7
O=C(Nc1ccc2c(c1)C(=O)N(CC1CCCO1)C2=O)c1ccccc1Br (centres undefined)	0.6	2	1.1	1	-2	1	-2	1	4	-13
CCO[C@@H]1OC(C(=O)N2CCN(Cc3ccccc3)CC2)=C[C@H](c2ccc(C(F)(F)F)cc2)[C@H]1CCCO	1	23	0.9	1	-6	1.1	9	0.8	-4	-2
O=C(NCc1cccnc1)c1cn(CCc2ccccc2)nn1	1	6	0.9	0.9	-4	1	0	0.9	12	-13
Cc1nnc2ccc(N3CCOCC3)nn12	1	14	0.9	1	-1	1	-4	0.9	0	-7
O=C(CSc1nc(-c2ccccc2)nc2ccccc12)Nc1cccc(C(=O)O)c1	1	21	0.8	1.2	0	1	-7	0.8	-19	2
CC1CCN(C(=O)Cn2c(SCC(=O)Nc3nccs3)nc3ccccc32)CC1	0.9	17	0.8	1.1	-3	1	-5	0.8	-13	-5
CS(=O)(=O)Nc1ccccc1C(=O)c1ccccc1	1	2	1	0.9	-2	1	-1	1	7	-12
COc1ccc(C(=O)COC(=O)C(C(C)C)N2C(=O)C3C4C=CC(C4)C3C2=O)cc1 (centres undefined)	1	3	1	1.1	-5	1	8	1	-5	0
O=C(Nn1cnnc1)C(Sc1ccccc1)c1ccccc1 (centres undefined)	1	2	1	1.1	-2	1	-3	1	-5	-8
